Screening results: PubChem, several laboratories
ABCB6 inh 2: inhibitors of human ABC transporter ABCB6; K562-ABCB6 porphyrin accumulation, flow cytometry, 1 h; active compounds read low; fluorescence ratio to DMSO, % at 10 µM; Q9NP58; hit rate 0.19% among 360,000;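 active = fluorescence ratio to DMSO below 75%, the collection mean minus 3 SD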;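 also: signal is porphyrin accumulated inside mitochondria; 100% equals median channel fluorescence of DMSO control wells; lower ratio means ABCB6 inhibition with less porphyrin fluorescence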
Target sequence (Q9NP58 whole entry, looked up): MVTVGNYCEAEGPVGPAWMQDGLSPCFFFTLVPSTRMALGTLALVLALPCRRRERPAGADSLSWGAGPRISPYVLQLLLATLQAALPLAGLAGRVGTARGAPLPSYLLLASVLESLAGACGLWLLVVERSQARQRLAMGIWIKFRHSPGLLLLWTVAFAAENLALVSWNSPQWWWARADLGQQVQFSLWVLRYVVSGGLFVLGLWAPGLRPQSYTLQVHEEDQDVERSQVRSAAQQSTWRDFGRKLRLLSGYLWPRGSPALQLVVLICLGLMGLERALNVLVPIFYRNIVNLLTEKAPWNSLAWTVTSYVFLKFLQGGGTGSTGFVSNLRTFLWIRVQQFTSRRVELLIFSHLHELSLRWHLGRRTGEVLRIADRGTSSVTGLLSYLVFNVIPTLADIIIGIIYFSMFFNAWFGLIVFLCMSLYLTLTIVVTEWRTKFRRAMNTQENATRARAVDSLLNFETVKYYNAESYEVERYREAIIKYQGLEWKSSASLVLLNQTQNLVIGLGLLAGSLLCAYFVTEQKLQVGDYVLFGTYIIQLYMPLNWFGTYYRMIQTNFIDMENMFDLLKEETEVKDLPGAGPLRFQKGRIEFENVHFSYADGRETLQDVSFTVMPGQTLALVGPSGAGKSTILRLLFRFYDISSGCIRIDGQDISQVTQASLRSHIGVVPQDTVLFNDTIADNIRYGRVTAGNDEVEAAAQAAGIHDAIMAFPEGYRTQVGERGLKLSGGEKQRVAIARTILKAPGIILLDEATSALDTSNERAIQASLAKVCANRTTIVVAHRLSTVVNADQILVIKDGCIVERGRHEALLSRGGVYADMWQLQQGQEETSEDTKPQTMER
MC4R barr agon: activates human MC4R beta-arrestin recruitment; AID 540308; P32245; U2OS MC4R beta-arrestin complementation, luminescence; percent of melanotan II response, DMSO zero; hit rate 0.98% among 360,000; activation, % at 8.9 µM;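 active = activation above a per-plate cutoff, the mean activation of sample wells on that plate plus 3 SD, cut at about 8% in these data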
aDG glyco up: increases alpha dystroglycan glycosylation. Pro5-aDG cells, alpha-DG glycosylation AlphaScreen (IIH6); 0% Pro5, 100% B10-LARGE cell signal. activation, % at 10 µM. hit rate 0.22% among 360,000. AID 624168;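 active = activation of at least 8% versus controls, or a plate z-score of at least 8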;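 also: Pro5 are CHO cells carrying HIG-tagged alpha-DG that lacks glycosylation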
N-glyco inh: blocks N-linked glycosylation in D54 reporter cells; reporter increase, % at 12.5 µM; D54 ERlucT glycosylation luciferase reporter, 24 h; percent of 100 nM tunicamycin response; hit rate 0.23% among 360,000;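 active = mean luciferase reporter signal, scaled so untreated is 0 and the glycosylation-blocking control 100, at or above a set limit in every replicate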;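 also: luciferase carries N-glycosylation sites so blocking glycosylation raises the light; 0% = median of neutral control wells and 100% = median of 100 nM tunicamycin wells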
MC4R antagonist: blocks human MC4R cAMP signaling. P32245. MC4R-expressing cells, MTII-stimulated cAMP, LANCE TR-FRET. inhibition, % at 6.5 µM. hit rate 0.48% among 360,000. AID 540295;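 active = inhibition above its plate's cutoff, the mean of tested wells on that plate plus 3 SD, cut at about 29% in these data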;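 also: 0% = Melanotan II alone and 100% = Melanotan II plus saturating MCL0020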
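Assay system: U2OS-MC4R stable cell line; Also added: Melanotan II; Technique: Eu-cAMP/anti-cAMP TR-FRET, emission 671 nm; Times: 30-min compound, 1-h challenge, 1-h detection, room temperature.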
HTR2A ag: activates the mouse 5-HT2A serotonin receptor; P35363; CHO-K1 mHTR2A beta-arrestin complementation, luminescence; percent of 30 µM serotonin response; activation, % at 7.6 µM; hit rate 0.66% among 360,000; AID 624169;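 active = activation above a run cutoff, the mean activation of all tested compounds plus 3 SD, cut at about 14% in these data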;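 also: 0% = plate median of compound wells and 100% = 30 µM serotonin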
PDI inh: PDI (human) enzyme inhibition; P07237; PDI insulin aggregation turbidity, A650, 90 min; inhibition, % at 10 µM; hit rate 0.052% among 350,000;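 active = mean inhibition across replicates of 30% or more, whatever share of single replicates reach that level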;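 also: absorbance from insulin aggregation driven by PDI reduction with DTT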
H9c2 protect: protects H9c2 cardiomyocytes from peroxide injury | hit rate 0.63% among 360,000 | H2O2 injury protection, ATPLite, 2 h | protection from H2O2 cell death, % at 20 µM;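 active = compounds giving at least 50% protection of heart cells from peroxide-induced death in the single-dose screen, raw or plate-pattern-corrected value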;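 also: 0% = DMSO wells with peroxide and 100% = DMSO wells without peroxide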
Vif imaging: blocks HIV Vif function. HEK293T cells, Vif self-association by quenched fluorescence, imaging, 24 h. inhibition, % at 7.49 µM. hit rate 0.35% among 340,000. AID 602346; in the data active = inhibition above about 50%, passing the limit was not always enough; also: some results filed as inactive read as strong as hits
CaV13 FRET inh: Primary screen for inhibitors of IQ motif and Ca2+-dependent inactivation inhibitor domain binding in CACNA1D, Förster resonance energy transfer in living cells, …. inhibition, % at 12.3 µM. HEK cells, CFP/YFP FRET ICDI-IQ, plate reader, 10 min; percent FRET-ratio fall versus neutral wells. hit rate 0.098% among 340,000;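 active = mean replicate inhibition of at least 30% and at least 1% of replicates passing that level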;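 also: 0% = median of the neutral control wells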
* = called active by the depositor; x = not tested or not shown.

| SMILES | ABCB6 inh 2 | MC4R barr agon | aDG glyco up | N-glyco inh | MC4R antagonist | HTR2A ag | PDI inh | H9c2 protect | Vif imaging | CaV13 FRET inh |
| --- | --- | --- | --- | --- | --- | --- | --- | --- | --- | --- |
| COc1cc(OC)c(C(=O)NCC2CCCO2)cc1OC (configuration not stated) | 99 | -0.6 | 0.0 | 2 | 6 | 1 | 4 | 1 | -3 | 1 |
| COc1cccc(C2c3[nH]c4ccccc4c3CCN2Cc2cnc(C)s2)c1OC (configuration not stated) | 94 | 1.8 | 0.0 | 0 | -12 | 0 | 3 | 7 | -18 | -15 |
| O=C(CSc1nnc2sc3ccccc3n12)N1CCN(c2ccccc2)CC1 | 96 | -1.1 | 0.0 | 1 | 2 | 3 | 11 | -2 | -9 | -6 |
| CSc1nncc(/C(C)=N\Nc2cccc(C)c2)n1 | 114 | -0.8 | 0.1 | 0 | 12 | 11 | -2 | -5 | -2 | x |
| CC(NC(=O)CNC(=O)C1CCCCC1)c1ccc(S(N)(=O)=O)cc1 (configuration not stated) | 98 | -1.1 | -0.1 | 2 | 25 | -3 | 5 | -1 | 11 | -3 |
| COc1cc2c(cc1OC)CN(C(=O)CSc1ccccc1C)CC2 | 97 | -1.7 | 0.2 | 0 | 1 | 11 | -18 | 1 | 0 | -4 |
| O=C(NCc1cccnc1)[C@@H]1CC=C[C@@H]2CCN(Cc3ccc(Cl)c(Cl)c3)C(=O)[C@@H]21 | 103 | 1.6 | 0.3 | 0 | 16 | -6 | 6 | -2 | -3 | -4 |
| CCCOc1ccc(C(O)C(CN2CCOCC2)c2ccccc2)cc1 (configuration not stated) | 109 | 0.1 | 0.1 | -2 | -5 | -1 | 0 | -6 | 20 | -5 |
| C=CCOC(=O)/C(=C\c1cccc2ccccc12)NC(=O)c1ccccc1 | x | -1.4 | -0.1 | 0 | 8 | 1 | -4 | 9 | 1 | x |
| NC(=O)N/N=C/c1ccc(-n2nncc2-c2ccc(Cl)cc2)cc1 | 98 | 3.8 | -0.1 | 13 | 10 | 8 | -8 | -3 | -1 | -2 |
| O=C(C[n+]1ccc(/C=N/O)cc1)NC(=O)Nc1ccccc1 | 100 | -2.8 | 0.0 | -1 | 4 | -6 | 12 | 0 | 3 | -3 |
| COc1ccc(NCc2nnc(SCC(=O)c3ccc(OC)cc3)n2C)cc1 | 101 | 1.6 | -0.1 | 0 | -2 | 1 | -1 | -4 | 2 | -7 |
| CCOc1ccccc1NC(=O)CSc1ccccc1 | 96 | -1.8 | 0.2 | 0 | -3 | 2 | -2 | 4 | 1 | -6 |
| Cn1nc(C(F)(F)F)c(-c2ccc(Br)cc2)c1NC(=O)CSCC(=O)O | 102 | 0.6 | 0.0 | 3 | 7 | -1 | -1 | 8 | 7 | -4 |
| Cc1ccc(-c2cc3ccccc3nc2N)cc1 | 106 | -0.6 | 0.4 | -1 | 4 | -12 | 9 | -15 | -10 | -4 |
| COc1cccc(C(=O)N2CCC[C@H]2C(=O)N2CCC[C@H]2C(=O)NCc2ccc(F)cc2F)c1 | 95 | x | -0.2 | x | x | 2 | x | x | x | -5 |
| Cc1ccc(NC(=O)CN2CCCC2c2cccn2C)cc1C (configuration not stated) | 100 | -1.3 | -0.2 | 0 | 0 | -3 | 4 | 1 | -4 | -8 |
| O=C(CCc1ccc(S(=O)(=O)N2CCOCC2)cc1)N1CCN(Cc2ccc3c(c2)OCO3)CC1 | 94 | -0.9 | 0.1 | -1 | 8 | 9 | 8 | -13 | -14 | -4 |
| O=C(CSc1nc2ccccc2o1)N1CCN(S(=O)(=O)c2ccc3ccccc3c2)CC1 | 100 | -1.6 | 0.0 | 0 | 0 | 2 | 9 | 8 | -11 | -5 |
| CCCCc1c(-c2ccc(F)cc2)ncn1CCc1ccccc1OC | 115 | x | 0.4 | x | x | -7 | x | x | x | -10 |
| CCCC(c1nnnn1CC(=O)OCC)N(Cc1cc2ccc(C)cc2[nH]c1=O)C1CCCC1 (configuration not stated) | 92 | 3.8 | 0.1 | -2 | -1 | 7 | 11 | 10 | -19 | 0 |
| COc1cc(NC(=O)CN(C)S(=O)(=O)c2ccc3c(c2)CC(C)N3C(C)=O)cc(OC)c1OC (configuration not stated) | 98 | -2.4 | 0.1 | 0 | 10 | 4 | 12 | 1 | -4 | -6 |
| CCN(CC)c1nc2ccccc2nc1-n1nc(C)cc1C | 85 | 2.1 | 0.4 | 0 | 6 | -3 | 4 | -8 | -4 | -4 |
| CC(Sc1nnnn1-c1ccccc1)C(=O)Nc1ccc(Cl)cn1 (configuration not stated) | 94 | -1.3 | 0.0 | -2 | 4 | 0 | -6 | -5 | 5 | -9 |
| C#CCNC(=O)C1=C[C@@H](c2ccc(C(F)(F)F)cc2)C[C@@H](OCc2ccc(CO)cc2)O1 | 100 | -1.1 | 0.4 | 1 | 0 | -2 | -4 | -5 | -14 | -11 |
| Cn1ccnc1Sc1ccc(/C=N/NC(=O)c2ccccc2[N+](=O)[O-])cc1[N+](=O)[O-] | 100 | -2.4 | -0.2 | 3 | 0 | 0 | -2 | -2 | 2 | -8 |
| Clc1ccc(-c2csc(Nc3ccccc3)[n+]2Cc2ccco2)c(Cl)c1 | 99 | -1.4 | 0.0 | -4 | 15 | -2 | 4 | -7 | -15 | -5 |
| CC/C(=N\NC(=O)c1cc(C)oc1C)c1ccc(OC(F)F)cc1 | 97 | -1.3 | -0.1 | 3 | 2 | 4 | 5 | 5 | -7 | -13 |
| COc1cc2c(cc1OC)CN(C(=O)CN1CCN(S(=O)(=O)c3ccccc3Br)CC1)CC2 | 104 | -1.9 | 0.1 | 0 | 4 | -4 | 12 | 2 | -4 | -3 |
| COc1ccc(OC)c(S(=O)(=O)N2CCCC2C(=O)NC(C)c2ccccc2)c1 (configuration not stated) | 98 | -1.8 | 0.0 | -2 | 8 | -1 | -8 | 7 | 2 | -4 |

Compound profiles, as listed above. Order of values: ABCB6 inh 2	MC4R barr agon	aDG glyco up	N-glyco inh	MC4R antagonist	HTR2A ag	PDI inh	H9c2 protect	Vif imaging	CaV13 FRET inh
CCOc1ccccc1NC(=O)CSc1ccccc1 as listed: 96	-1.8	0.2	0	-3	2	-2	4	1	-6
CSc1nncc(/C(C)=N\Nc2cccc(C)c2)n1 as listed: 114	-0.8	0.1	0	12	11	-2	-5	-2	x
Cc1ccc(-c2cc3ccccc3nc2N)cc1 as listed: 106	-0.6	0.4	-1	4	-12	9	-15	-10	-4

Additional structures follow:
| SMILES | ABCB6 inh 2 | MC4R barr agon | aDG glyco up | N-glyco inh | MC4R antagonist | HTR2A ag | PDI inh | H9c2 protect | Vif imaging | CaV13 FRET inh |
| --- | --- | --- | --- | --- | --- | --- | --- | --- | --- | --- |
| O=C(NNC(=O)C1CCN(C(=O)Nc2ccccc2)CC1)c1ccc([N+](=O)[O-])cc1 | 93 | 0.4 | 0.0 | 1 | 7 | 1 | 12 | -4 | 6 | -1 |
| COc1ccc(S(=O)(=O)N(C)C)cc1NC(=O)CCCSc1ccccc1 | 101 | 1.9 | -0.1 | -2 | 19 | 0 | 9 | -3 | -7 | -7 |
| COc1ccc(CN2CC(C(=O)NCCCN3CCCCC3)CC2=O)cc1 (configuration not stated) | 102 | 1.5 | 0.0 | 0 | 17 | 6 | 2 | -2 | 10 | -2 |
| Fc1cccc(CSc2ccc(-c3ccc4c(c3)OCO4)nn2)c1 | 104 | 5.5 | 0.2 | 0 | 4 | 4 | 3 | -1 | -9 | -5 |
| Cc1cccc(CC2S/C(=N/c3cccc(C)n3)NC2=O)c1 (configuration not stated) | 99 | 5.3 | -0.1 | -1 | 12 | 2 | 0 | -7 | 1 | -18 |
| Cc1nc(Cl)c(C(=O)NCc2ccccc2)c(C)c1Cl | 96 | 5.3 | 0.0 | 0 | -5 | 4 | -3 | -1 | 4 | -5 |
| COc1ccc(CCNC(=O)C2CC(=O)N(C3CCCCC3)C2)cc1OC (configuration not stated) | 100 | -0.6 | 0.1 | 0 | 5 | 3 | -7 | 0 | -6 | -2 |
| Cn1c(-c2c(N)n(CCCc3ccccc3)c3nc4ccccc4nc23)nc2ccccc21 | 131 | 0.2 | 0.5 | -5 | 1 | -4 | -4 | 9 | -3 | -7 |
| CCn1c(-c2cc(Br)ccc2O)n[nH]c1=S | 100 | 0.6 | -0.1 | 1 | -2 | -1 | 3 | -2 | -10 | -9 |
| O=[N+]([O-])c1cccc(-c2ccc(CN3CCN(c4ccccc4)CC3)o2)c1 | 97 | 0.1 | 0.0 | 1 | 3 | 3 | -2 | 3 | 3 | -20 |
| CCCn1nnc(NC(=O)c2ccccc2Cl)n1 | 97 | -2.2 | -0.1 | -3 | 8 | -2 | 0 | 2 | x | -9 |
| CN(C)CCCN(Cc1ccc2c(c1)OCO2)C(=O)NC1CCCCC1 | 87 | 4.0 | -0.1 | -1 | 9 | -7 | -1 | 0 | 1 | -5 |
| C=CC(C)(C)c1c2occc2c(O)c2ccc(=O)oc12 | 94 | -1.0 | -0.2 | 3 | 2 | -1 | x | -10 | -29 | x |
| CCOCc1c(C(=O)OCC(=O)/C(C#N)=C(\C)N)oc2ccccc12 | 98 | 0.7 | 0.0 | 1 | -4 | 2 | -13 | 0 | -3 | -1 |
| COc1ccccc1CCNC(=O)c1cc(-c2ccncc2)nc2ccc(Br)cc12 | 90 | 18* | 0.2 | 3 | 7 | -3 | -6 | -14 | 10 | -4 |
| CC(C)OCCCn1c(=O)c2ccccc2n2c(CCC(=O)O)nnc12 | 98 | -0.3 | 0.0 | 1 | -2 | 1 | -7 | 1 | 3 | -3 |
| Cc1ccc(NC(=O)C2(c3ccccc3)CCOCC2)cc1 | 94 | -1.4 | 0.1 | 0 | -1 | -1 | 2 | 6 | 9 | -5 |
| CCOc1ccc(C(=O)N2CCN=C2SC)cc1OCC | 94 | -0.4 | 0.1 | 0 | 3 | 1 | -2 | 2 | -6 | x |
| C#CCN(C[C@H]1[C@H](OC(=O)NCc2ccccc2)[C@H](OC(=O)NCc2ccccc2)C[C@@H](C(=O)OC)[C@H]1C(=O)OC)S(=O)(=O)c1ccc(C)cc1 | 91 | 2.4 | 0.2 | 3 | 3 | 2 | 4 | 1 | 2 | -7 |
| Cc1cc(C)cc(NC(=S)N2CCC(N(C)CC3CCCO3)CC2)c1 (configuration not stated) | 94 | -0.9 | 0.1 | 1 | 3 | 11 | 3 | -1 | -10 | 7 |
| CCCCN(C)C(=O)CCC(=O)Nc1ccc2nc(N3CCN(C)CC3)cc(C)c2c1 | 95 | -0.1 | 0.2 | 0 | -2 | -4 | -3 | 7 | 3 | 4 |
| CCOC(=O)C1C(=O)CC(C)(O)C(C(=O)OCC)C1c1ccc2c(c1)OCO2 (configuration not stated) | 104 | 0.3 | 0.5 | -1 | -1 | 0 | -20 | 7 | -5 | -3 |
| CC(C)(C)NC1=NCCNC(c2ccccc2)=C1 | 101 | 1.2 | -0.2 | 5 | -4 | -3 | -7 | -3 | 0 | -4 |
| O=C(NNc1ccc([N+](=O)[O-])cc1[N+](=O)[O-])c1ccco1 | 93 | -9.3 | 0.0 | -3 | -12 | -7 | 11 | -12 | -14 | x |
